# EPAC2 agonist = EPAC2 (human) agonism. Q8WZA2. EPAC2 activation, biochemical qHTS; response scale: 100% = 6.5 mM cAMP response. Potency, µM (doses to about 154 µM), for inactives: at the top dose activation, most hits filed as activators. 0.079% of 360,000 active. AID 720711; also: potency is read from the fitted curve at half-maximal effect; nearly all actives have a fitted effect of over 50% in size
#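 Each well held 100 nM EPAC2, 250 nM RAP1B-BODIPY-GDP and 50 uM GDP. Fluorescence, read at 5-min intervals to 30 min, was referenced to a 6.5 mM cAMP positive control.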
# FUS suppressor = FUS proteinopathy suppression in yeast; S. cerevisiae FUS-expressing, growth rescue, OD600, 24 h; Potency, µM (series often up to 76.6 µM), for inactives: at the highest dose growth rescue (activation), hits mostly activators; 0.24% of 390,000 active;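 also: potency is read from the fitted curve at half-maximal effect; plate controls were DMSO vehicle for no effect and reference control for full effect; nearly all actives have a fitted effect of over 55% in size; some results filed as inactive show a strong effect at the top dose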
#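 Galactose (2%) drives FUS expression in yeast precultured in raffinose; seeding density OD 0.005. Test compounds incubated 24hr at 30C and 99% humidity before absorbance at 600 nm was measured.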
# DRD3 agonist = agonists of human D3 dopamine receptor. P35462. D3R DiscoveRx beta-arrestin cells, luminescence, 90 min. max activation, %. 0.58% of 410,000 active; in the data active = max activation above about 30%; also: 0% is about no effect; mostly tested at two doses, the higher about 12 µM
# Target sequence (P35462 whole entry, looked up): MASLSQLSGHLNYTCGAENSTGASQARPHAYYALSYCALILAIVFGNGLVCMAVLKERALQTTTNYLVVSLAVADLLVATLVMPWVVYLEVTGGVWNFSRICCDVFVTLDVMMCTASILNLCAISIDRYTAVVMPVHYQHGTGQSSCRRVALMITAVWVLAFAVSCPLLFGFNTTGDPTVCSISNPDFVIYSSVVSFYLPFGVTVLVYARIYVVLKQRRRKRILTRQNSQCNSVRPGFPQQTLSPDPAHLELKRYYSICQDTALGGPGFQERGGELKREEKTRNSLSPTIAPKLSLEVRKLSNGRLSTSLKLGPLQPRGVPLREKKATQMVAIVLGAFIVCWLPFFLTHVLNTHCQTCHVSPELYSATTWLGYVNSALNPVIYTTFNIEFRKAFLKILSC
#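 Cells at 1500/well, incubated overnight, then treated with pinned compounds (dopamine as control) for 90 min at 37 degrees C. DiscoveRx reagent added for 30 - 60 minutes at room temperature; luminescence read.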
# Abeta yeast res = restores growth of yeast expressing A-beta42 peptide; yeast expressing A-beta42, growth rescue, OD600, 48 h; response scale: 0% DMSO, 100% iron-clioquinol control; Potency, µM (doses to about 46.1 µM), for inactives: at the highest dose growth rescue, actives largely listed as activators; 0.063% of 410,000 active; AID 1347071; also: potency is read from the fitted curve at half-maximal effect; nearly all actives have a fitted effect of over 55% in size
#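 Yeast A-beta toxicity model in growth medium with pinned compounds, 48 h at 30 C; growth read as absorbance at 600 nm. Normalized to FeCl3/clioquinol equimolar mix (positive) and DMSO (negative).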
# EPAC2 antagonist = blocks human EPAC2 exchange factor; Q8WZA2; Potency, µM (doses to about 114 µM), for inactives: at the highest dose activity, negative = inhibition, most hits filed as inhibitors; 0.18% of 360,000 active; EPAC2 GEF exchange of Rap1B-BODIPY-GDP, fluorescence; also: potency is read from the fitted curve at half-maximal effect; % is scaled to controls: 0 for no effect and ±100 for the full control effect; nearly all actives have a fitted effect of over 45% in size; many of its hits are not listed in these tables
# D3 antag = blocks the human D3 dopamine receptor | D3R cells, DiscoveRx beta-arrestin luminescence, antagonist mode; stronger effect = lower value | P35462 | 2.5% of 360,000 active | AID 652054 | max response, negative = inhibition, %; in the data active = max response below about -50%; inconclusive = no clear call, values can overlap the other calls; also: % is scaled to controls: 0 for no effect and ±100 for the full control effect; mostly tested at two doses, the higher about 12 µM
#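 Cells expressing the human receptor were seeded at 1500 cells/well, incubated overnight at 37 degrees C in 5% CO2, then exposed to library compounds with dopamine controls for 90 minutes at 37 degrees C before luminescent detection.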
# TDP-43 yeast inh = inhibitors of TDP-43 toxicity in yeast | 1.8% of 410,000 active | Potency, µM (top dose mostly 46.1 µM), inactives show top-dose growth rescue (activation), most hits filed as activators | TDP-43 expressing yeast growth rescue, BacTiter-Glo, 24 h; also: potency is read from the fitted curve at half-maximal effect; % of control where 0% means no effect; nearly all actives have a fitted effect of over 50% in size
#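 Galactose-induced TDP-43 yeast, OD600=0.02, compound pinned; 24 hr, 30 deg C; BacTiter-Glo luminescence for growth. Inhibitors of TDP-43 toxicity read as activators.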
# aSyn yeast inh = inhibitors of alpha-synuclein toxicity in yeast; 0.14% of 370,000 active; Yeast expressing alpha-synuclein, growth rescue, BacTiter-Glo, 24 h; Potency, µM (titrated, usually from 46.1 µM), for inactives: top-dose growth rescue (activation), hits mostly activators; also: potency is read from the fitted curve at half-maximal effect; % of control where 0% means no effect; nearly all actives have a fitted effect of over 65% in size
#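 Galactose-induced alpha-syn yeast (OD600=0.02, raffinose-pregrown) + pinned cpd, 24 hr, 30 deg C; growth by BacTiter-Glo luminescence. Growth restoration scores as activation.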
# Active calls of the source: *; ? = inconclusive; . = not tested or not shown; [ ] = another dose, or the depositor's remark. Unless noted, calls follow the shape of the dose curve; as a rule, active = well fitted curve in the direction sought with a large enough effect; inconclusive = small, poorly fitted or top-dose-only effect, or another doubt; inactive = no such curve, though single readings can be large; an effect the other way counts as inactive or inconclusive. The list is partial. The share of hits here may be higher or lower than overall.
compound	EPAC2 agonist	FUS suppressor	DRD3 agonist	Abeta yeast res	EPAC2 antagonist	D3 antag	TDP-43 yeast inh	aSyn yeast inh
CCOc1ccc(CCN2C(=S)N([C@@H](CC(C)C)CN3CCCC3CN3C(=S)NC[C@@H]3CC(C)C)C[C@@H]2CC(C)C)cc1 (stereo not given in full)	0%	30%	-12	?	-3%	12	3%	-7%
Cc1ccc(NC2CCCN(C(=O)c3cnsn3)C2)cc1C (stereo not given)	3%	-8%	-4	-10%	1%	2	19%	10%
CCN(CC)c1ccc(NC(=O)COc2ccc(C)cc2)cc1	5%	-15%	0	0%	-1%	6	-13%	1%
Cc1ccc(OS(=O)(=O)c2c(C)nn(C)c2Cl)c(C)c1	7%	0%	-4	21%	-28%	-18	25%	14%
COc1ccc(CCNc2c(C)c(C)nc3ncnn23)cc1	15%	-13%	22	0%	-5%	17	-2%	1%
COC(=O)CSc1nc2sc(C)c(C)c2c(=O)n1C	8%	5%	-2	-8%	-4%	-23	?	9%
Cc1cc(=O)oc2cc(OCCCC[n+]3ccccc3)ccc12	10%	29%	-13	-10%	-2%	-25	-10%	-12%
O=C(Oc1c(-c2ccccc2)c(=O)n2c3c(cccc13)CC2)c1ccccc1	16%	54%	17	-9%	-20%	50	?	-11%
Cc1ccccc1CSCC(=O)N/N=C/c1cccs1	5%	10%	3	9%	-5%	14	21%	7%
Nc1nonc1-n1nnc(C(=O)N/N=C/c2ccc(O)cc2)c1CN1CCCCCC1	3%	-3%	-7	3%	3%	-5	18%	-1%
CC(C)(C)c1cc(C(=O)NCc2ccco2)ccn1	6%	13%	4	-10%	5%	0	-30%	3%
COc1cc(S(=O)(=O)NC2CCCCC2)c(C)cc1C	11%	17%	11	11%	-3%	15	26%	?
O=C(NC1CCCCC1)C(Cc1ccccc1)N1C(=O)C2C3CCC(C3)C2C1=O (stereo not given)	11%	3%	17	?	0%	9	3%	-13%
O=C(c1c(F)cccc1F)N1CCN(c2ccccc2F)CC1	4%	5%	-3	3%	-11%	-22	9%	-2%
CC(=O)N1c2ccc(S(=O)(=O)N3CCC(C(=O)N4CCCCC4)CC3)cc2CC1C (stereo not given)	0%	17%	-2	17%	4%	18	-3%	2%
CNC(=O)c1c(NC(=O)C2=COCCO2)sc2c1CCCC2	16%	?	-8	-11%	9%	-18	11%	-7%
Cc1ccc(Cl)cc1N1CCN(CC(O)COCc2ccco2)CC1 (stereo not given)	15%	.	-30	2%	6%	-29	3%	-8%
CCN(CC)c1ncnc2c1sc1nc(C)cc(C)c12	7%	28%	10	-56%[inhibitor]	-3%	16	22µM*	0%
COc1ccc(S(=O)(=O)NNc2nc(C)cc(C)n2)cc1Br	4%	-9%	2	2%	-16%	3	0%	2%
CC1(C(=O)NS(=O)(=O)c2ccc(F)cc2F)CCN1C(=O)CC1CCCCC1 (stereo not given)	4%	-13%	8	-5%	-3%	32	0%	5%
CC(=O)NCCc1nc2cc(NC(=O)Nc3ccccc3)ccc2n1C	0%	-9%	0	-2%	-4%	8	11%	0%
Cc1cc(Br)c(NC(=O)CN(C)CCOc2ccccc2)c(Br)c1	7%	-23%	-7	25%	-26%	4	4%	5%
COc1ccc(N2CCN(c3ccc(C(=O)O)cc3[N+](=O)[O-])CC2)cc1	4%	21%	-2	4%	4%	-20	?	8%
COCCNC(=S)NN(c1ccccc1)c1ccccc1	2%	9%	-6	2%	-16%	-5	24%	-5%
CC1(Cc2cccc(F)c2)C(=O)Nc2ccc(S(=O)(=O)NC3CCCCC3)cc21 (stereo not given)	4%	14%	1	-12%	-4%	-2	12%	0%
Cc1c(O)ccc2c(CN3CCN(Cc4ccccc4)CC3)cc(=O)oc12	10%	-1%	-15	-17%	5%	10	-1%	-3%
COc1ccc(-c2cc(-c3c(O)c(OC)c4occc4c3OC)[nH]n2)cc1	3%	?	3	-15%	-4%	41	19%	4%
Cc1cc(-c2ccccc2)c2c3c(c(-c4ccccc4)n2n1)c(=O)n(C)c(=O)n3C	8%	-10%	-2	-1%	32%[activator]	-11	-16%	2%
Cc1ccc(SCCNC(=O)CN2C(=O)c3ccccc3S2(=O)=O)cc1	-5%	6%	-1	0%	-17%	39	-9%	2%
Cc1cc(C(=O)OCC(=O)c2cccs2)c2ccccc2n1	-2%	-15%	2	0%	4%	4	30%	1%
CCOCCCn1c(=S)[nH]c2cc(C(=O)NCCN(CC)CC)ccc2c1=O	-6%	16%	-5	-2%	7%	5	21%	-7%
O=C(c1ccccc1-c1nc2ccccc2[nH]1)N1CCOCC1	-6%	-18%	7	1%	1%	3	15%	-9%
COc1ccccc1NC(=O)CSc1nnc(-c2ccccc2)o1	5%	1%	6	8%	-8%	23	?	?
CC(=O)NC12CC3CC(C1)CC(C(=O)N1CCN(S(=O)(=O)c4cccc(C(F)(F)F)c4)CC1)(C3)C2	-3%	20%	-3	2%	-4%	-8	-40%[inhibitor]	2%
CC1(c2ccccc2)CC(c2ccccc2)=C(C#N)C(=O)N1 (stereo not given)	-4%	.	-2	-2%	20%	27	-16%	1%
Cc1ccccc1-c1nc(S(=O)(=O)c2ccccc2)c(NCCCN2CCOCC2)o1	9%	3%	-6	-2%	-8%	-65*	5%	-14%
CCOC(=O)c1[nH]c2ccccc2c1NC(=O)c1ccc2c(c1)OCO2	-2%	-10%	-3	8%	-14%	9	8%	-2%
CCCCSc1nnc2c(n1)OC(C)N(C(C)=O)c1ccccc1-2 (stereo not given)	.	9%	-2	-4%	.	.	?	.
CC(C)(C)OC(=O)C1=CC[C@@H](c2ccc(Cl)c(Cl)c2)N(S(=O)(=O)c2ccc(F)cc2)[C@H]1c1cccc(F)c1	4%	7%	5	-7%	28%	12	12%	2%
O=C(CCCC(=O)N1CCCC1)N1CCCC1	-6%	-2%	-2	-7%	1%	15	1%	1%
Nc1nsnc1C(=O)NCCO	4%	20%	2	4%	-9%	2	0%	-1%
C[C@@H]1CN([C@@H](C)CO)C(=O)c2c(c3ccccc3n2C)-c2ccccc2CO[C@H]1CN(C)C(=O)[C@H](C)c1ccccc1	-6%	?	5	-9%	-10%	1	13%	1%
Cc1nc(NCC2CCCO2)nc2c1C(=O)CC(C)(C)C2 (stereo not given)	6%	27%	6	11%	-1%	-15	-14%	0%
CSCCC(NC(=O)COc1ccccc1)C(=O)N(C)CC(=O)Nc1ccc(C)cc1 (stereo not given)	2%	.	-1	-2%	-2%	-12	12%	0%
COc1ccccc1N(CC(=O)NC(C)(C)C)C(=O)c1ccc(Cl)nc1	0%	2%	7	7%	-3%	-4	-10%	6%
COc1ccc(NC(=O)CN2CCCN(Cc3ccccc3)S2(=O)=O)cc1	.	21%	-5	2%	.	.	?	.
Cc1cccc(C(=O)NC(=S)Nc2ccc(S(=O)(=O)N3CCCCC3)cc2)c1	2%	-5%	2	20%	12%	-22	1%	-7%
C[C@H]1CN=C(N(C)C)N1CCc1ccc(F)cc1	1%	-17%	12	6%	-27%	-20	10%	-2%
Cc1ccc(S(=O)(=O)NNC(=O)Nc2ccc([N+](=O)[O-])cc2)c(C)c1	3%	24%	-5	0%	-4%	-30	-18%	-8%
CN(NC1OC(=O)c2ccccc21)c1ncc(Cl)cc1C(F)(F)F (stereo not given)	3%	5%	4	-6%	-4%	0	-10%	11%

# Shown field by field: part of the list above
CCOC(=O)c1[nH]c2ccccc2c1NC(=O)c1ccc2c(c1)OCO2
  EPAC2 agonist: -2%
  FUS suppressor: -10%
  DRD3 agonist: -3
  Abeta yeast res: 8%
  EPAC2 antagonist: -14%
  D3 antag: 9
  TDP-43 yeast inh: 8%
  aSyn yeast inh: -2%
CCCCSc1nnc2c(n1)OC(C)N(C(C)=O)c1ccccc1-2 (stereo not given)
  EPAC2 agonist: .
  FUS suppressor: 9%
  DRD3 agonist: -2
  Abeta yeast res: -4%
  EPAC2 antagonist: .
  D3 antag: .
  TDP-43 yeast inh: ?
  aSyn yeast inh: .
CC(C)(C)OC(=O)C1=CC[C@@H](c2ccc(Cl)c(Cl)c2)N(S(=O)(=O)c2ccc(F)cc2)[C@H]1c1cccc(F)c1
  EPAC2 agonist: 4%
  FUS suppressor: 7%
  DRD3 agonist: 5
  Abeta yeast res: -7%
  EPAC2 antagonist: 28%
  D3 antag: 12
  TDP-43 yeast inh: 12%
  aSyn yeast inh: 2%

# New compounds follow
compound	EPAC2 agonist	FUS suppressor	DRD3 agonist	Abeta yeast res	EPAC2 antagonist	D3 antag	TDP-43 yeast inh	aSyn yeast inh
CC(C)(CO)Nc1ccc([N+](=O)[O-])cc1[N+](=O)[O-]	-14%	-24%	3	6%	5%[57.1 µM]	4	5%	0%
COc1ccc(CN2CCCC(C(=O)N(C)Cc3ccccc3)C2)cc1OC (stereo not given)	12%	-11%	-5	0%	-3%	9	-7%	?
CC12CN3CC(=O)N4CC5(C)CN(CC(C)(C4)C5=O)C(=O)CN(C1)CC(C)(C3)C2=O	12%	26%	-6	-7%	-1%	-24	-12%	-1%
O=C1C(C=NC2CC2)=C(O)c2ccccc21	-1%[15.6 µM]	-14%	0	13%	0%	-2	-5%	-1%
COc1ccc(CC2(CO)CCN(C(=O)NCc3ccccc3)CC2)cc1	9%	10%	9	10%	?	6	1%	5%
CC(=O)Nc1cc(-c2ccc(F)cc2)[nH]n1	0%	-11%	0	2%	-3%	0	21%	5%
CCc1nnc(NC(=O)Cc2ccc(OC)c(OC)c2)s1	3%	-24%	2	-2%	-5%	4	-5%	-6%
C[C@@H](NC(=O)c1nc[nH]c1C(=O)N[C@@H](Cc1ccccc1)C(=O)OCc1ccccc1)c1ccccc1	6%	?	14	-7%	2%	?	-8%	-4%
COc1ccc(NC(=O)CCS(=O)(=O)c2ccc3c(c2)oc(=O)n3C)cc1	1%	31%	0	-6%	14%	-5	-10%	-1%
O=c1[nH]c2ccccc2c2ccc(Cl)cc12	0%	.	3	0%	15%	6	?	18%
CC1Cc2ccccc2N1C(=O)CN1CCC(n2nnc3cc(C(F)(F)F)ccc32)CC1 (stereo not given)	-7%	6%	-6	-3%	-14%	-11	13%	0%
COCCn1c(C)cc2c(c1=O)C(c1ccco1)C(C#N)=C(N)O2 (stereo not given)	7%	9%	15	-7%	-1%	11	-9%	-1%
O=C(NCc1ccccc1F)c1ccc2c(c1)OCO2	11%	1%	7	1%	-3%	9	14%	-4%
COc1ccc(CNCc2ccc3ccccc3c2)c(OC)c1	8%	-5%	-18	11%	1%	?	-2%	-3%
